CRFR2-BP antag – antagonists of CRF-binding protein/CRF-R2 receptor complex | inhibition, % at 11.8 µM | 0.59% of 350,000 active | HEK293 CRF-R2/CRF-BP, CRF-induced calcium fluorescence | AID 588475;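 active = inhibition of the ligand-induced calcium signal above about 50% at the single tested concentration, limit read from the data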
CRFBP-R2 agonist – agonists of human CRF-binding protein/CRF-R2 receptor complex. AID 588473. activation, % at 13.2 µM. HEK293 CRF-R2/CRF-BP, calcium dye fluorescence (FLIPR); percent of saturating CRF peptide response. 0.46% of 350,000 active;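 active = activation of at least 50%, plus an integration ratio under a set limit after plate pattern correction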;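 also: plate controls were neutral control wells without compound for no effect and CRF at EC100 for full effect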
M4 ag – CHRM4 agonism in calcium assay. P08173. CHO-K1 hM4/Gqi5, Fluo-8 calcium fluorescence; vehicle 0%, full acetylcholine response 100%. activation, % at 3 µM. 0.14% of 360,000 active. AID 624127;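 active = activation above the run mean over all test wells plus 3 SD, cut at about 32% in these data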;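 also: peak over basal fluorescence ratio per well then scaled between controls; 0% = DMSO wells and 100% = acetylcholine at EC100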
Target sequence (P08173 whole entry, looked up): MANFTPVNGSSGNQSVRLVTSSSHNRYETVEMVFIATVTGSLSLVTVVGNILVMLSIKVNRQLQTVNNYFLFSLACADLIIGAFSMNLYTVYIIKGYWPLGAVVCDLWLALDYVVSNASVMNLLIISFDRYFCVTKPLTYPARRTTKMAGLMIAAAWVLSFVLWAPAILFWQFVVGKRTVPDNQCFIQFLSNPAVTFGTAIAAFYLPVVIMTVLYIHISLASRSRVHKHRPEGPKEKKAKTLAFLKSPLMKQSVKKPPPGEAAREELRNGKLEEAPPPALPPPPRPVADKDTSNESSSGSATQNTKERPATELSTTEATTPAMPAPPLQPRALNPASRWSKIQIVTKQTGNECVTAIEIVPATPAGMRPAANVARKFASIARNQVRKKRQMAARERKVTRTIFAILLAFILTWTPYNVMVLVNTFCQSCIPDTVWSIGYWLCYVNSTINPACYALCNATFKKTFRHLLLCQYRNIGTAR
CHRM5 antagonist – blocks acetylcholine activation of human M5 receptor | P08912 | CHO-hM5 cells, Fluo-8 calcium fluorescence, ACh EC80 | inhibition, % at 3 µM | 0.59% of 360,000 active | AID 624040;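 active = inhibition above a per-plate cutoff, the mean of that plate's test compounds plus 3 SD, cut at about 27% in these data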;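 also: 0% = acetylcholine EC80 with DMSO and 100% = DMSO without agonist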
Target sequence (P08912 whole entry, looked up): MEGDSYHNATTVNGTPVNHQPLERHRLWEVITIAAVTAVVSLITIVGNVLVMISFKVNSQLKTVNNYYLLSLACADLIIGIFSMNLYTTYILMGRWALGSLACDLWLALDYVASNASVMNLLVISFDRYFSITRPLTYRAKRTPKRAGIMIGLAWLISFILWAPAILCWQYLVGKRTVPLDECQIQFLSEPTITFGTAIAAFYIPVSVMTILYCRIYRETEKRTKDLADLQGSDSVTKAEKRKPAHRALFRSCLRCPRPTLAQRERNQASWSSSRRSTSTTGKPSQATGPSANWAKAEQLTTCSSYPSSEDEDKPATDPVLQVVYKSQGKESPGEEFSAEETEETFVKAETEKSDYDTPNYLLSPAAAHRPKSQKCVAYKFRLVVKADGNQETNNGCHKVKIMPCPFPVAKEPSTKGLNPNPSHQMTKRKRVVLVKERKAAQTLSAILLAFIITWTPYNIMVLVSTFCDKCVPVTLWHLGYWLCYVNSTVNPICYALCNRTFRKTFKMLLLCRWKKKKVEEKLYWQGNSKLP
IDE cell inh – cellular human IDE inhibition. inhibition, % at 5.59 µM. 0.41% of 320,000 active. AID 434962. P14735. HEK cells, FAbetaB cleavage, fluorescence polarization;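 active = percent inhibition above the average of all tested compounds plus 3 SD, set per screening campaign, cut at about 16% in these data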;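 also: IDE supplied by intact live HEK cells; FP after avidin binding of uncleaved biotin substrate so inhibition keeps polarization high; 0% = DMSO wells and 100% = 60 µM reference IDE inhibitor Ii1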
CHRM5 agonist – CHRM5 agonism in calcium assay. activation, % at 3 µM. 0.19% of 360,000 active. P08912. CHO-K1 hM5 cells, Fluo-8 calcium fluorescence; 0% DMSO wells, 100% maximal acetylcholine response;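 active = activation above the run's mean over test compounds plus 3 SD, cut at about 23% in these data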;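 also: signal is peak over basal fluorescence ratio across the kinetic read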
M4 PAM – potentiates acetylcholine response at human M4 receptor; P08173; CHO-K1 hM4/Gqi5, Fluo-8 calcium fluorescence, ACh EC20; 0% = ACh EC20, 100% = maximal ACh; activation, % at 3 µM; 0.4% of 360,000 active; AID 624126;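 active = activation above its plate's cutoff, the mean activation of sample wells plus 3 SD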; also: some results filed as inactive read as strong as hits
M5 PAM – potentiates acetylcholine response at human M5 receptor; P08912; CHO-K1 hM5, Fluo-8 calcium, ACh EC20 PAM; 0% = ACh EC20, 100% = ACh EC100; activation, % at 3 µM; 0.3% of 360,000 active; AID 624038;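 active = activation above the run cutoff, the mean activation of all test compounds plus 3 SD, cut at about 18% in these data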
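Measured by: Fluo-8 calcium fluorescence; material: human M5 receptor in CHO-K1 cells; schedule: Post-acetylcholine fluorescence recording 140 s; benchmarks: low control EC20 acetylcholine (0%), high control EC100 acetylcholine (100%); read-out: Max/basal fluorescence ratio as % of EC20–EC100 ACh window; compound: single dose, 3 µM nominal final test concentration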
M4 antag – blocks acetylcholine activation of human M4 receptor | 0.73% of 360,000 active | CHO-hM4 cells, ACh EC80, Fluo-8 calcium fluorescence | AID 624125 | inhibition, % at 3 µM;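 active = inhibition above its plate's cutoff, the mean inhibition of sample wells plus 3 SD, cut at about 27% in these data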;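 also: 0% = acetylcholine EC80 with DMSO and 100% = DMSO without agonist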
Numbers without * were called inactive; · = not tested or not shown; & = joins results of further samples.

SMILES	CRFR2-BP antag	CRFBP-R2 agonist	M4 ag	CHRM5 antagonist	IDE cell inh	CHRM5 agonist	M4 PAM	M5 PAM	M4 antag
C=CCN(CC=C)S(=O)(=O)c1ccc(NC(=S)NC(=O)c2ccco2)cc1	4	1.8	4	1	1	0	0	5	4
Cc1nc(CCNC(=O)C2CCC(=O)N(Cc3cccc(F)c3)C2)sc1C (stereo unspecified)	-11	-1.0	-1	12	-1	-3	0	-5	5
COc1ccc(NC(=O)Nc2cc(C)ccc2OC(F)F)c(OC)c1	18	-2.6	-1	8	-1	-7	2	-4	2
Cc1c(C)n(-c2ccccc2)c2ncnc(NCCCN(C)C)c12	8	-0.8	0	-2	3	-7	-2	2	4
COCCNC(=O)/C(C#N)=C/c1cccs1	7	0.8	1	19	5	-4	1	-2	4
COc1ccccc1N1CCN(C(=O)c2cc3cc(Br)ccc3oc2=O)CC1	-5	5.7	4	3	2	0	3	-5	-6
O=C(CN1CCOCC1)N/N=C/c1cc2ccccc2nc1Cl	-17	2.1	1	2	-2	-2	12	5	1
CC(C)(CO)NCC(O)Cn1cc(C=O)c2ccccc21 (stereo unspecified)	-15	2.7	1	2	-1	2	-1	15	2
CC(=O)c1ccccc1OCCOc1ncnc2sccc12	-1	0.1	6	-1	2	2	2	7	-8
CC(=O)N/C(=C\c1ccccc1)C(=O)OC(C)C(=O)N(C)c1ccccc1 (stereo unspecified)	-1	0.1	2	5	2	2	7	1	-2
O=C(c1ccc2ccccc2c1)N1CCCC1	8	0.6	0	3	2	-1	-4	2	1
COc1ccc(N2CCN(C(=O)COC(=O)/C=C/c3ccc(OC(F)F)cc3)CC2)cc1	-2	-1.6	1	0	0	3	23*	-1	-21
O=C(O)Cn1c(COc2ccc(Cl)cc2)nc2ccccc21	-1	3.2	1	1	-1	3	-1	3	-2
CCCCOc1ccc(CSc2n[nH]c(C)n2)cc1	21	3.0	2	5	-2	2	0	-10	-1
CC(Nc1ccccc1N1CCCCC1)C(=O)N1CCc2ccccc21 (stereo unspecified)	18	-2.3	0	5	0	0	-2	3	6
CCN(C(=O)COC(=O)c1sccc1C)c1c(N)n(Cc2ccccc2)c(=O)[nH]c1=O	12	-0.5	1	0	-4	-3	8	0	-24
COc1ccc(OC)c(/C=N/NC(=O)c2ccncc2)c1	6	3.6	1	-1	2	1	-3	2	11
C=CCNc1nnc(-c2ccncc2)s1	-23	0.2	0	1	2	0	11	-1	2
C[C@@H](OC(=O)c1[nH]cnc1C(=O)NCc1ccc(CNC(=O)OC(C)(C)C)cc1)c1ccccc1	10	-0.6	10	21	4	-1	-5	-25	6
O=C(O)C1C2C=CC3(O2)C1C(=O)N1c2ccccc2COC13 (stereo unspecified)	2	0.3	0	2	-2	-2	7	-2	-10
COCCCNC(=O)COc1ccc(Cl)c(C)c1	-10	-1.9	1	-4	-3	2	-2	-2	5
O=C(COc1ccc(Cl)cc1)NCc1nnc(SCC(=O)N2CCCc3ccccc32)o1	4	0.1	2	4	5	-7	5	8	4
Cn1c(CNc2cccc(C(F)(F)F)c2)n[nH]c1=S	7	0.2	2	-8	5	-5	3	5	3
COc1ccc(C(=O)N(c2c(C)cccc2C)C(COC(C)=O)COC(C)=O)cc1	·	·	0	10	·	0	12	7	5
O=C(c1cccn2c(=O)c3ccc(Cl)cc3nc12)N1CCN(Cc2ccc3c(c2)OCO3)CC1	-32	-0.3	1	1	3	-1	-3	-9	3
CCOc1ccc(N=C2C(=O)N(CN3CCOCC3)c3ccccc32)cc1	-4	-0.6	0	4	-3	0	-4	-4	-1
O=C1c2cccc3c([N+](=O)[O-])ccc(c23)C(=O)N1CC1CCCO1 (stereo unspecified)	87*	12	0	22	·	-4	1	-1	11
CC(=O)N1c2ccc(S(=O)(=O)N3CCC(C(=O)Nc4ncccc4C)CC3)cc2CC1C (stereo unspecified)	12	-1.8	1	3	8	-3	3	-2	-8
COCCn1c(=O)[nH]c(=O)c2c1nc(-c1cc(Br)c3c(c1)OCO3)n2Cc1ccccc1	4	0.5	12	11	4	-1	-8	-6	-3
COc1ccc(C(C)=O)cc1CC(=O)NC1CCCCCC1	14	-1.1	-1	10	-6	-4	-11	-2	10
Cc1nn(-c2ccccc2)nc1CNC(=O)c1ncoc1-c1ccccc1	-5	4.8	7	3	2	8	-13	4	5
O=C(c1ccc([N+](=O)[O-])s1)N1CCc2ccccc21	7	-1.2	1	4	3	-2	7	2	8
COc1ccc(NC(=O)CN(c2ccc(OC)cc2)S(=O)(=O)c2ccc(OC)c(OC)c2)cc1	1	0.3	3	3	-1	2	1	1	-3
CC(/C=N/NC(=O)c1cc(-c2ccc(C)s2)[nH]n1)=C\c1ccccc1	-15	-0.3	1	-7	-2	-2	-4	-1	-5
Cc1ccc(-c2nnc(-c3cccc(NC(=O)c4cccs4)c3)o2)cc1	-10	0.7	5	11	3	-2	2	-10	-7
O=C(O)c1ccc(OCC(O)Cn2cnc3ccccc32)cc1 (stereo unspecified)	0	-0.3	1	3	-4	-6	6	3	0
COC(=O)[C@H](CC(C)C)NS(=O)(=O)N(Cc1ccccc1)[C@@H](CC(C)C)C(=O)OC	2	3.7	-1	15	1	-6	-2	-13	8
Cc1ccc2[nH]c(=O)c(CN(C)C(=O)c3cccs3)cc2c1	-14	-1.6	3	0	4	5	8	11	-3
CCNc1nc(NCC)nc(N(C)/N=C/c2ccco2)n1	-2	0.6	8	13	1	-1	-10	-6	1
Cc1cc(CSc2nc(C)cc(=O)[nH]2)c2ncccc2c1	-3	-0.6	2	1	-2	3	12	12	-4
CC(=O)C1=CCC(c2cccs2)N(S(=O)(=O)c2ccc(C)cc2)C1 (stereo unspecified)	·	·	0	-1	·	-2	-5	-4	-12
Cc1ccc(S(=O)(=O)/N=C(/Nc2ccc([N+](=O)[O-])cc2)c2ccccc2)cc1	-14	3.6	8	13	5	3	-1	0	-15
COc1cccc(OC)c1NC(=O)NC(=O)c1c(OC)c(Br)cc([N+](=O)[O-])c1OC	-19	-0.4	6	10	0	1	-1	-6	-8
Cc1cccc2cc(COC(=O)C(C)C)c(=O)[nH]c12	27	1.4	2	2	6	0	9	-2	6
CCOC(=O)Cc1csc(NC(=O)Nc2ccc(F)cc2)n1	-12	0.8	16	2	-4	11	-13	-12	-16
COc1ccc(S(=O)(=O)N2CCN(CC(=O)NC3CCCC3)CC2)cc1	4	-0.8	0	13	8	-2	-10	0	6
O=C(O)c1cc(NN=Nc2cccc([N+](=O)[O-])c2)cc([N+](=O)[O-])c1	9	0.3	0	0	2	-2	16	8	0
COc1ccccc1CCC(=O)NNC(=O)c1cccs1	-10	2.2	1	7	1	-2	4	9	-6
COc1ccc(C2=NC(=O)NC2c2ccc(OC)cc2)cc1 (stereo unspecified)	-20	-0.2	1	6	-5	-2	12	0	8
C=CCNC(=S)NNC(=O)c1ccc(OCC)cc1	109*	7.1	1	-2	-4	-1	3	-1	-3
Cc1ccc(S(=O)(=O)N2C[C@H]3n4c(=O)ccc(=O)n4C[C@H](OC(=O)Nc4cccs4)[C@@]3(O)C2)cc1	0	-1.8	0	11	·	1	8	-4	-5
Cc1cccnc1NC(=O)Nc1cccc(C(F)(F)F)c1	10	0.6	1	-2	1	-3	12	0	-10
CC1CCN(S(=O)(=O)c2ccc(C(=O)N(C)C3CCS(=O)(=O)C3)cc2)CC1 (stereo unspecified)	7	0.0	1	-7	4	-7	13	7	-7
CN(C)CCN1C(=O)CCC2(C)C1=CCC1C2CCC2(C)C1CCC2(C)O (stereo unspecified)	-19	0.0	2	4	·	-7	-1	5	-6
COCCN1C(=O)N[C@@H](c2ccco2)C(C(C)=O)=C1C	-11	3.4	0	0	0	4	9	2	5
O=C(Nc1ccc(C(=O)N2CCC(N3CCOCC3)CC2)cc1)c1ccc(Br)o1	6	-1.4	1	-7	-1	3	-2	10	-11
Cc1nc2ccccc2cc1OCc1ccc(Cl)cc1	7	0.2	5	30*	-2	6	-14	-14	19
CCOc1ccc(-c2nc(S(=O)(=O)c3ccccc3)c(N3CCC(C(N)=O)CC3)o2)cc1	-6	0.9	1	19	-2	-6	1	-3	-3
O=S(=O)(Nc1ccc(Cl)cn1)c1ccc(Cl)cc1	-4	-5.5	0	-2	3	-4	3	1	-1
C/C(CC(C)(C)c1ccccc1)=N\NS(=O)(=O)c1ccccc1	3	0.2	1	-2	2	2	7	7	-2
Further records
SMILES	CRFR2-BP antag	CRFBP-R2 agonist	M4 ag	CHRM5 antagonist	IDE cell inh	CHRM5 agonist	M4 PAM	M5 PAM	M4 antag
CC1CCN(C(=O)c2ccc(CNS(=O)(=O)c3ccc(C(C)(C)C)cc3)cc2)CC1	9	0.1	7	12	5	-2	-4	-15	14
O=C1CCCN1CC(CN1CCOCC1)Sc1nnnn1-c1ccccc1 (stereo unspecified)	-9&-2	-0.1&0.5	0&0	7&-6	-2	0&-3	-1&3	6&4	0&-1
Cc1ccc2nc(CNC(=O)C3CCC(=O)N(Cc4ccccc4F)C3)cn2c1 (stereo unspecified)	-10	0.2	1	-3	·	-6	1	1	-4
COc1cccc(NC(=O)C2C3C=CC(O3)C2C(=O)NCc2cccnc2)c1 (stereo unspecified)	4	-0.5	0	6	-4	0	37*	3	2
Cc1ccc(C(=O)NNC(=O)C2CCN(c3ncccn3)CC2)cc1	-4	-0.2	1	-6	4	-1	-1	10	-10
O=C(Nc1ccccc1)ON=C1c2ccccc2-c2ccccc21	3	-0.3	0	-3	9	-3	14	5	6
C[C@H]1[C@@H](Cc2cc(Cl)cc(Cl)c2)N(c2ccccc2)c2ccccc2CN1Cc1ccccc1	·	·	-1	-3	·	-5	2	-1	-21
COc1cc(OC)cc(C(=O)N[C@H](C(=O)Nc2nc3c(s2)CCCC3)C(C)C)c1	-2	-1.6	0	-9	3	-4	4	1	-10
FC(F)(F)c1cc(CCN2C(=S)NC[C@@H]2c2ccccc2)cc(C(F)(F)F)c1	-10	3.2	2	9	3	-6	1	-6	-6
CSc1nnc(Cn2c(=O)sc3ccccc32)n1CCc1ccccc1	-6	-0.5	1	-1	2	-2	3	-7	-19
Cc1ccc(NC(=O)N2CCCCC2)cc1NC(=O)N1CCCCC1	8	0.3	2	-4	-3	-2	0	-2	-8

Reformatted with each value named: four of the compounds above
Molecule: O=C(Nc1ccccc1)ON=C1c2ccccc2-c2ccccc21
  CRFR2-BP antag: 3; CRFBP-R2 agonist: -0.3; M4 ag: 0; CHRM5 antagonist: -3; IDE cell inh: 9; CHRM5 agonist: -3; M4 PAM: 14; M5 PAM: 5; M4 antag: 6
Molecule: C[C@H]1[C@@H](Cc2cc(Cl)cc(Cl)c2)N(c2ccccc2)c2ccccc2CN1Cc1ccccc1
  CRFR2-BP antag: ·; CRFBP-R2 agonist: ·; M4 ag: -1; CHRM5 antagonist: -3; IDE cell inh: ·; CHRM5 agonist: -5; M4 PAM: 2; M5 PAM: -1; M4 antag: -21
Molecule: COc1cc(OC)cc(C(=O)N[C@H](C(=O)Nc2nc3c(s2)CCCC3)C(C)C)c1
  CRFR2-BP antag: -2; CRFBP-R2 agonist: -1.6; M4 ag: 0; CHRM5 antagonist: -9; IDE cell inh: 3; CHRM5 agonist: -4; M4 PAM: 4; M5 PAM: 1; M4 antag: -10
Molecule: FC(F)(F)c1cc(CCN2C(=S)NC[C@@H]2c2ccccc2)cc(C(F)(F)F)c1
  CRFR2-BP antag: -10; CRFBP-R2 agonist: 3.2; M4 ag: 2; CHRM5 antagonist: 9; IDE cell inh: 3; CHRM5 agonist: -6; M4 PAM: 1; M5 PAM: -6; M4 antag: -6

Not a hit list. About 2.9% of those tested had a hit in this group.
